# Eya2 phos inh: blocks the phosphatase activity of human Eya2; O00167; recombinant Eya2, OMFP fluorescence dephosphorylation (OMFP is methylfluorescein phosphate); Potency, µM (highest dose often 76.9 µM), for inactives: top-dose activity, negative = inhibition, usual class: inhibitors; 330,000 tested, 0.006% active; further: potency means the concentration at half of the fitted maximal effect; on the % scale 0 is the no-effect control and ±100 the full control effect
#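 Eya2 protein (added as 0.2 uM solution) was preincubated with compound for 10 min at ambient temperature in 50 mM HEPES pH 7.5, 50 mM NaCl, 5 uM MgCl2, 0.05% BSA, 1 mM DTT. OMFP (added at 50 uM) then reacted 10 min; fluorescence read at 485/525 nm.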
# TSG101-PTAP inh: blocks PTAP/TSG101 interaction to inhibit HIV-1 budding. Q99816. Fluorescence polarization, FITC-PTAP peptide / Tsg101 binding. Potency, µM (series often up to 115 µM), inactives show at the highest dose activity change, negative = inhibition, most hits filed as inhibitors. 340,000 tested, under 10 active. AID 493005; active means well fitted inhibition curve with a large enough effect in the main read-out, with a control signal flat, not every such curve was filed as active; inconclusive means small, poorly fitted or top-dose-only effect, or effect the other way, or a change in a side signal; inactive means no such curve, though single readings can be large or run the other way; further: potency means the concentration at half of the fitted maximal effect; % of control where 0% means no effect
# Target sequence (Q99816 whole entry, looked up): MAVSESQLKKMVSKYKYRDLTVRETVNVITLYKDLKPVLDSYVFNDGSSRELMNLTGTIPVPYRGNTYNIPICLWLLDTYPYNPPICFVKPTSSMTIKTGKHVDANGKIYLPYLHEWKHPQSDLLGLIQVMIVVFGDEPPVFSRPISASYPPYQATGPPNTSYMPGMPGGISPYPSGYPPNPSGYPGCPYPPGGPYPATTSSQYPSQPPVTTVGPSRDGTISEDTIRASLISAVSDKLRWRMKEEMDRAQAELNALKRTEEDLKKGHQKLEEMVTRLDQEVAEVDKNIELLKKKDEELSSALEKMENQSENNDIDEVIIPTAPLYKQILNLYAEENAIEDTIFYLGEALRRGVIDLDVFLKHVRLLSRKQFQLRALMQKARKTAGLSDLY
#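 Steps: Tsg101 binding domain dispensed (10 uM final), compounds pinned in DMSO, FITC-labeled PTAP-motif peptide added (50 nM final); after 20 min binding at room temperature, polarization measured.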
# B2AR arrestin: recruits beta-arrestin to the human beta2-adrenergic receptor; beta-arrestin recruitment to beta2AR, cell-based reporter; P07550; Potency, µM (top dose mostly 46.1 µM), for inactives: top-dose activation, actives largely listed as activators; 330,000 tested, 0.02% active;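 further: potency means the concentration at half of the fitted maximal effect; 0% = DMSO controls and full agonism = EC100 isoproterenol or metaproterenol; nearly all actives have a fitted effect of over 65% in size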
# USP2a block: USP2a (human) protease inhibition | O75604 | USP2 core, Ub-CHOP2 coupled fluorogenic reporter, 485/531 | Potency, µM (top dose mostly 38.3 µM), for the others: at the top dose activity change, negative = inhibition, actives largely listed as inhibitors | 330,000 tested, 0.01% active | AID 463254;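 further: potency means the concentration at half of the fitted maximal effect; plate controls were DMSO wells for no effect and full inhibition by NEM control for full effect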
# Target sequence (O75604 whole entry, looked up): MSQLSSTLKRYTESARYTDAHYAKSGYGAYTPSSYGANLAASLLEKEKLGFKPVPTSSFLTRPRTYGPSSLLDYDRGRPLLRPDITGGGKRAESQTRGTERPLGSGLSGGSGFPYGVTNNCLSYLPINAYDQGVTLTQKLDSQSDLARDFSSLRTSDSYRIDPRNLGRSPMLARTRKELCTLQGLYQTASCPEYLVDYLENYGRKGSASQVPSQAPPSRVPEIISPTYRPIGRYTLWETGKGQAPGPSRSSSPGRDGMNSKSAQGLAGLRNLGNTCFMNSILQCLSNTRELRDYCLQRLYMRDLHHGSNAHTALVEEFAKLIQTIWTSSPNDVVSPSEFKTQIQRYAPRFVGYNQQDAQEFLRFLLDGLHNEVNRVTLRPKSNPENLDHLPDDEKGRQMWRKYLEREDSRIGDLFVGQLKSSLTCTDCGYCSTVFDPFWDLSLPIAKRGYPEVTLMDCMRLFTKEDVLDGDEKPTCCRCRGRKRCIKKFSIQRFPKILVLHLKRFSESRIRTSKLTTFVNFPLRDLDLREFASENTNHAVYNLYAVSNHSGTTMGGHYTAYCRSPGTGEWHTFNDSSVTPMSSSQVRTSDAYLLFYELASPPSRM
#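 Deubiquitinase activity read as fluorescence (485/531 nm) after Ub-CHOP2 cleavage activates the enterokinase reporter on its substrate; USP2 core 10nM, Ub-CHOP2 and substrate 25nM each, 30min compound preincubation then 60min RT; data normalized to NEM, curves fitted.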
# uPA surface inh: cell surface uPA generation inhibition; cell surface uPA generation assay, qHTS; Potency, µM (top dose mostly 38.3 µM), for the others: top-dose activity change, negative = inhibition, actives largely listed as inhibitors; 330,000 tested, 0.31% active; AID 540303; active means well fitted inhibition curve with a large enough effect; inconclusive means small, poorly fitted or top-dose-only effect; inactive means no such curve, though single readings can be large or run the other way; tested in mouse RAW 264.7 cells; further: potency means the concentration at half of the fitted maximal effect; on the % scale 0 is the no-effect control and ±100 the full control effect; nearly all actives have a fitted effect of over 55% in size
# BRCA1 expr act: increases BRCA1 expression. 380,000 tested, 1.1% active. Potency, µM (doses to about 46.1 µM), for inactives: top-dose activation, actives largely listed as activators. MCF7-BRCA1-FFLuc reporter, luminescence, 48 h; response scale: scaled: vehicle 0%, 10 µM genistein 100%; further: potency means the concentration at half of the fitted maximal effect; nearly all actives have a fitted effect of over 80% in size; some results filed as inactive show a strong effect at the top dose
#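 MCF7-BRCA1-FFLuc cells, 2000/well in phenol-red-free MEM, attached 2 h then treated 48 h at 37 C. Luciferase luminescence read 15 min after reagent; normalized to genistein maximum activation (10microM) and DMSO, concentration-response fitted.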
# TRPV1 agonist: human TRPV1 agonism; TRPV1-expressing cells, Fluo-8 calcium influx, agonist mode; activation, % at 8.33 µM; Q8NER1; 320,000 tested, 0.19% active; AID 540275; in the data active means activation above about 80%; inconclusive means between about 30% and that limit; further: 0% is about no effect
#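 Cells expressing TRPV1 were dye-loaded with Fluo-8 and read kinetically: 10 s baseline, 3 min after compound (agonist portion), then 2 min after EC20 capsaicin (allosteric enhancer portion). Calcium-bound dye fluorescence at 480/520 nm.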
# p53 reactivation: mutant p53 re-activation in reporter cells; H1299 p53-A138V BP100-luciferase reporter, luminescence, 24 h; Potency, µM (doses to about 92.2 µM), for the others: at the highest dose activity change, positive = activation, hits mostly activators; 320,000 tested, 0.063% active; AID 504706; further: potency means the concentration at half of the fitted maximal effect; % of control where 0% means no effect; nearly all actives have a fitted effect of over 45% in size
#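 H1299 (p53-null), stable ts p53-A138V + BP100-Luc; 1000 cells/well, Opti-MEM/10% FBS; cpd 4 pt, 1:5; 24 h, 37 deg C, 5% CO2; detection reagent 10 min RT; luminescence.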
# S-ASM inh: blocks human secretory acid sphingomyelinase; 340,000 tested, 0.006% active; AID 504937; P17405; placental ASM, HMU-PC fluorogenic substrate, 60 min; Potency, µM (top dose mostly 57.5 µM), without a hit: top-dose activity change, negative = inhibition, usual class: inhibitors; further: potency means the concentration at half of the fitted maximal effect
#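 HMU-PC0 cleavage (9 uM final) by human placental ASM, 60 min at 37 °C following 10 min compound exposure at RT; stopped at pH 10, fluorescence Ex 386/Em 447 nm.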
# a7 integrin act: activates integrin-mediated alleviation for muscular dystrophy. alpha7betagal myoblasts, beta-gal FDG fluorescence, 48 h. Potency, µM (titrated, usually from 38.3 µM), without a hit: at the top dose activation, hits mostly activators. AID 624291. 350,000 tested, 0.064% active;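 further: potency means the concentration at half of the fitted maximal effect; 100% = response of the positive control SU9516; nearly all actives have a fitted effect of over 60% in size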
#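 Alpha7betagal+/- myoblasts (passage 13) were plated 16-24 hr, then exposed to compounds (1:260 dilution of DMSO stock) for 48 hours at 37C. After MPER lysis, β-galactosidase reporter activity was read as FDG fluorescence (ex 480/em 540) after 30 minutes.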
# ELG1 genotoxic: induces genotoxicity in HEK293T cells with luciferase-tagged ELG1. HEK293T ELG1-luciferase reporter, luminescence, 16 h. Potency, µM (doses to about 46 µM), for the others: at the top dose activity change, positive = activation, actives largely listed as activators. 330,000 tested, 1.3% active. AID 504466; further: potency means the concentration at half of the fitted maximal effect; % of control where 0% means no effect; nearly all actives have a fitted effect of over 60% in size
#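 After overnight (16 hr) compound treatment at 37 °C, ELG1-luciferase HEK293T cells were lysed with ONE-Glo; luminescence quantified 30 min later at room temperature.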
# The depositor's hits bear a star; ? = inconclusive; / = not tested or not shown; [ ] = another dose, or the depositor's remark. Unless noted, the call rests on the fitted dose curve; in most records, active means well fitted curve in the direction sought with a large enough effect; inconclusive means small, poorly fitted or top-dose-only effect, or another doubt; inactive means no such curve, though single readings can be large; an effect the other way counts as inactive or inconclusive.
SMILES,Eya2 phos inh,TSG101-PTAP inh,B2AR arrestin,USP2a block,uPA surface inh,BRCA1 expr act,TRPV1 agonist,p53 reactivation,S-ASM inh,a7 integrin act,ELG1 genotoxic
CCN(CC(=O)Nc1c(F)cccc1F)C(=O)CCNS(=O)(=O)c1ccc(C)c(C)c1,-2%,-4%,-0.5%,-1%,1%,-5%,0,2%,3%,27%,5%
CCCc1cc(C(=O)NNC(=S)NCC2CCCO2)cs1 (configuration not stated),-3%,-5%,-0.5%,1%,10%,0%,-2,?,6%,-7%,2%
Nc1ccc(S(=O)(=O)N2CCCC2)cc1,-3%,-3%,-0.1%,2%,1%,-4%,-1,5%,-1%,3%,-4%
COC(=O)c1c(-c2c(Cl)cccc2Cl)noc1NC(=O)N(C)C,0%,-5%,-0.8%,-1%,-4%,0%,-2,1%,0%,-3%,1%
N#Cc1ccccc1NC(=O)CNc1cc(S(=O)(=O)N2CCOCC2)ccc1NCC1CCCO1 (configuration not stated),-32%,-4%,-0.2%,1%,?,-9%,4,3%,5%,-18%,-4%
CC(C)(C)NC(=O)N1CCN(c2nc(-c3ccccc3)ns2)CC1,-28%,-3%,-0.4%,6%,-2%,120%,?,16%,7%,-5%,14%
CCC(=O)NC(=S)Nc1ccc(NC(=O)c2ccco2)c(OC)c1,3%,0%,-0.5%,-1%,3%,13%,7,4%,-1%,15%,5%
COc1cc(Br)c(C(C)NC(=O)c2ccccc2)cc1OC (configuration not stated),-3%,-2%,0.1%,3%,/,-35%,-1,7%,2%,-3%,-4%
O=C(CCCOc1ccc(Cl)cc1)Nc1ccc(N2CCOCC2)cc1,-1%,1%,-0.7%,-6%,-3%,6%,?,2%,9%,18%,-5%
Cc1nn(Cc2ccc(F)cc2)c2sc(C(=O)Nc3ccccc3N3CCOCC3)cc12,-4%,0%,2.1%,2%,2%,-42%,1,2%,-3%,40%,-11%

# Complete entries, looked up by structure:
# O=C(CCCOc1ccc(Cl)cc1)Nc1ccc(N2CCOCC2)cc1 is listed with Eya2 phos inh: -1%; TSG101-PTAP inh: 1%; B2AR arrestin: -0.7%; USP2a block: -6%; uPA surface inh: -3%; BRCA1 expr act: 6%; TRPV1 agonist: ?; p53 reactivation: 2%; S-ASM inh: 9%; a7 integrin act: 18%; ELG1 genotoxic: -5%
# N#Cc1ccccc1NC(=O)CNc1cc(S(=O)(=O)N2CCOCC2)ccc1NCC1CCCO1 (configuration not stated) is listed with Eya2 phos inh: -32%; TSG101-PTAP inh: -4%; B2AR arrestin: -0.2%; USP2a block: 1%; uPA surface inh: ?; BRCA1 expr act: -9%; TRPV1 agonist: 4; p53 reactivation: 3%; S-ASM inh: 5%; a7 integrin act: -18%; ELG1 genotoxic: -4%
# Cc1nn(Cc2ccc(F)cc2)c2sc(C(=O)Nc3ccccc3N3CCOCC3)cc12 is listed with Eya2 phos inh: -4%; TSG101-PTAP inh: 0%; B2AR arrestin: 2.1%; USP2a block: 2%; uPA surface inh: 2%; BRCA1 expr act: -42%; TRPV1 agonist: 1; p53 reactivation: 2%; S-ASM inh: -3%; a7 integrin act: 40%; ELG1 genotoxic: -11%

# Remaining list, next part.
SMILES,Eya2 phos inh,TSG101-PTAP inh,B2AR arrestin,USP2a block,uPA surface inh,BRCA1 expr act,TRPV1 agonist,p53 reactivation,S-ASM inh,a7 integrin act,ELG1 genotoxic
COc1cc(Nc2c3ccccc3nc3ccccc23)cc(OC)c1OC,5%,-4%,0.7%,-2%,-18%,-57%,-7,-6%,57%[activator],-58%[inhibitor],?
Cc1ccc2c(c1)[C@@H]1CN(C)CC[C@@H]1N2S(=O)(=O)c1ccc([N+](=O)[O-])cc1,-19%,-2%,0.2%,2%,-12%,-24%,-3,4%,-2%,-27%,-7%
O=C(O)CC1S/C(=N\N=C2CCCCCCC2)N(c2ccccc2)C1=O (configuration not stated),8%,0%,0.1%,-2%,2%,-7%,1,2%,2%,-20%,-1%
CCOC(=O)N1CCN(c2cc(=O)n(Cc3ccc(F)cc3)c(=O)[nH]2)CC1,5%,-3%,-0.4%,0%,3%,0%,1,-4%,-1%,3%,0%
COc1ccc(NC(=O)CCC(=O)Nc2nnc(C3CCCCC3)s2)c(OC)c1,1%,-5%,-1.7%,5%,6%,5%,0,4%,0%,22%,8%
COc1ccc(C(=O)NC2CCN(C(=S)Nc3cc(C)ccc3C)CC2)cc1,-11%,4%,0.1%,0%,1%,-30%,1,6%,2%,-7%,-1%
CCn1c(Cc2c(C)[nH]c3ccccc23)nnc1SCC(=O)NCc1ccco1,-7%,-10%,0.0%,2%,3%,-8%,-1,0%,1%,16%,2%
CC1CCN(Cc2c(C(=O)N/N=C/c3ccc(OC(C)C)cc3)nnn2-c2nonc2N)CC1,-8%,-1%,-0.8%,-12%,-2%,-62%,9,15%,-9%,8%,-3%
CC(c1nc2ccccc2o1)N1C(=O)c2ccccc2C1=O (configuration not stated),10%,-6%,-0.4%,4%,9%,-1%,0,0%,0%,-12%,-2%
O=[N+]([O-])c1ccccc1OCCNCc1ccccc1,8%,0%,0.4%,0%,-1%,64%,4,8%,-3%,-23%,1%

# Another view of two compounds above.
# Order of values – Eya2 phos inh, TSG101-PTAP inh, B2AR arrestin, USP2a block, uPA surface inh, BRCA1 expr act, TRPV1 agonist, p53 reactivation, S-ASM inh, a7 integrin act, ELG1 genotoxic
CCn1c(Cc2c(C)[nH]c3ccccc23)nnc1SCC(=O)NCc1ccco1
 : -7%, -10%, 0.0%, 2%, 3%, -8%, -1, 0%, 1%, 16%, 2%
CC1CCN(Cc2c(C(=O)N/N=C/c3ccc(OC(C)C)cc3)nnn2-c2nonc2N)CC1
 : -8%, -1%, -0.8%, -12%, -2%, -62%, 9, 15%, -9%, 8%, -3%

# Remaining list, next part:
SMILES,Eya2 phos inh,TSG101-PTAP inh,B2AR arrestin,USP2a block,uPA surface inh,BRCA1 expr act,TRPV1 agonist,p53 reactivation,S-ASM inh,a7 integrin act,ELG1 genotoxic
CCOC(=O)c1c(-c2ccccc2)csc1NC(=O)COc1ccc2c(C)cc(=O)oc2c1,-2%,0%,0.2%,2%,5%,-32%,-3,-2%,0%,-13%,2%
COc1ccc(C2=NN(C(=O)CCC(=O)O)C(c3ccc(OC)c(OC)c3)C2)cc1 (configuration not stated),-3%,-5%,-1.1%,1%,-2%,43%,-1,/,1%,-1%,-5%
COC(=O)CC1C(=O)NCCN1C(=O)c1cc([N+](=O)[O-])ccc1Cl (configuration not stated),10%,-1%,3.0%,1%,-2%,-1%,7,27%,4%,38%,1%
CCC1Nc2ncnc(N3CCCCC3)c2N(Cc2ccccc2)C1=O (configuration not stated),21%,-1%,-0.2%,-1%,-15%,-4%,?,-12%,10%,-3%,0%
Cc1ccc(C)c(-n2c(Cc3cc(=O)[nH]c(=O)[nH]3)nnc2SC(C)C)c1,-5%,0%,0.3%,0%,2%,10%,/,0%,2%,7%,-1%
CC(C)(C)[C@H]1C=C(C(=O)Nc2ccccc2)O[C@@H](OCCCCO)C1,/,0%,/,/,5%,-4%,/,/,1%,-2%,/
CC(=O)N(C(C)=O)c1c(N2CCOCC2)c2ccccc2oc1=O,-40%,-1%,-0.5%,2%,/,-21%,3,-2%,2%,0%,-3%
Cc1cc(=O)oc2cc(OCC(=O)NCCc3ccccc3)ccc12,6%,-2%,0.3%,2%,1%,-3%,2,-1%,3%,-5%,8%
COc1cc(NC(=O)CCC(=O)Nc2ccc3nc(N4CCOCC4)cc(C)c3c2)cc(OC)c1OC,-2%,0%,0.0%,1%,3%,95%,0,13%,/,-36%,6%
CCC(CC)C(=O)N1N=C(c2ccc(NS(C)(=O)=O)cc2)CC1c1ccccc1 (configuration not stated),3%,0%,0.7%,0%,-3%,-33%,6,-7%,134%[activator],-5%,-7%
Cc1cc2ncn(/N=C/c3ccc4c(c3)OCO4)c2cc1C,-8%,0%,-0.6%,-1%,2%,1%,-3,-2%,-10%,-28%,-2%
O=C(C[C@@H]1C/C=C\C[C@H](Cc2ccc(F)cc2)C(=O)OCCNC1=O)NCCO,11%,0%,-0.1%,7%,6%,-3%,/,-2%,2%,-43%,3%
